High-throughput results (PubChem)
Hsp70 displacement: small molecules displacing fluorescent ligand from Hsp70 – biochemical, fluorescence polarization, primary screen (AID 583); Hsp70 fluorescence polarization probe displacement, mP; higher % means a stronger effect; one-dose displacement, % at 20 µM; IC50 in µM for titrated hits; 140,000 tested, 0.06% active; in the data active means displacement above about 50%;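 further: plate controls were vehicle for no effect and reference ligand for full effect; a part of the inactive calls stands beside numbers as strong as those of hits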
Rat MKP-3 inhibitors: MKP-3 phosphatase inhibitors, primary screen, biochemical, rat enzyme, in vitro (AID 425) | inhibition, % at 20 µM; hits with a dose series show IC50 in µM | 110,000 tested, 0.17% active | recombinant MKP-3 phosphatase activity, fluorescence; higher % means a stronger effect; in the data active means inhibition above about 50%;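 further: plate controls were vehicle for no effect and reference inhibitor for full effect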
Active calls of the source: *; x = not tested or not shown. These rows are one share of the data; count on the stated rates, not on these rows.

Screens in order: Hsp70 displacement	Rat MKP-3 inhibitors
#1 O=C(C1CCN(C2CC(=O)N(c3cccc(Cl)c3)C2=O)CC1)N1CCCCCC1 (centres undefined)
  -1.1%	-12%
#2 COc1cc(OC)c([N+](=O)[O-])cc1/C=C1/C(C)=C(C#N)c2nc(N)c(C#N)c(C)c21
  -1.1%	8%
#3 O=C(COc1ccc(Cl)cc1Cl)N/N=C/CCc1ccccc1
  -0.4%	0%
#4 O=C(Nc1ccc(Cl)cn1)c1cccc2c(Br)cccc12
  0.7%	0%
#5 C=CCn1c(NC(=O)c2ccco2)c(S(=O)(=O)c2ccccc2)c2nc3ccccc3nc21
  8.1%	-1%
#6 Nc1nc(CSc2n[nH]c(-c3ccccc3)n2)nc(Nc2ccccc2)n1
  -2.1%	-4%
#7 CCCCCn1c(N)c(-c2nc3ccccc3s2)c2c([N+](=O)[O-])nn(C)c(=O)c21
  7.2%	x
#8 CCc1ccc(CNC(=O)CN2C(=O)COc3ccccc32)cc1
  -0.9%	-3%
#9 NC1CCCCC1N=Cc1c(O)n(CCc2ccc(F)cc2)c(=O)[nH]c1=O (centres undefined)
  -3.7%	-15%
#10 CSc1nc2ccc(NC(=O)C3CC(=O)N(Cc4ccco4)C3)cc2s1 (centres undefined)
  5.1%	-3%
#11 Cc1ccc(C(c2sc3nc(C)nn3c2O)N2CCN(C(=O)c3ccco3)CC2)cc1 (centres undefined)
  5.1%	x
#12 O=C(c1ccc([N+](=O)[O-])cc1)N(Cc1ccc(Br)cc1)N1C(=O)CCCC1=O
  3.2%	x
#13 CCOC(=O)c1cccnc1SCc1cc(=O)n2ccccc2n1
  1.3%	1%
#14 CCCCn1nnnc1SCC(=O)c1ccc(C)c(C)c1
  -0.1%	1%
#15 COCCN1Cc2cccc(C(=O)NCc3ccccn3)c2C1=O
  0.1%	-4%
#16 Fc1cccc(CSc2nc3ncccc3[nH]2)c1
  -1.1%	x
#17 COc1ccccc1NC(=O)COc1ccc(C)cc1C
  1.8%	2%
#18 CCOc1ccccc1NC(=O)CSc1ncnc2c1oc1ccccc12
  2.8%	-4%
#19 O=C(/C=C/c1ccc(-c2ccccc2Br)o1)c1ccc(Cl)cc1
  -4.2%	0%
#20 CCCCc1ccc(NC(=O)C2CCCO2)cc1 (centres undefined)
  1.0%	-1%
#21 CCc1ccc(OCC(O)CNC(C)(C)C)cc1 (centres undefined)
  -5.2%	x
#22 CCC(C)NC(=O)CSC1=Nc2ccccc2C2=NC(CCC(=O)NCc3ccco3)C(=O)N12 (centres undefined)
  6.0%	x
#23 O=C(CSc1ccc(Cl)cc1Cl)Nc1ccc(Br)cc1
  3.4%	-12%
#24 COCCCn1c(SCC(=O)Nc2nc3ccccc3s2)nnc1-c1ccoc1C
  1.7%	x
#25 CNc1cc(C)nc(-n2nc(C)cc2C)n1
  -5.6%	-2%
#26 COc1ccc2nc(/N=C(/N)NC(=O)Cc3ccc(Cl)cc3)nc(C)c2c1
  0.9%	0%
#27 Cc1ccc(C(=O)/C=C2\C(=O)Nc3ccccc32)cc1
  -4.9%	0%
#28 CCOC(=O)C1=C(O)/C(=C\c2cccc([N+](=O)[O-])c2)SC1=Nc1ccc(OC)cc1
  -0.2%	-2%
#29 CCC(CO)n1cnnc1-c1ccncc1 (centres undefined)
  0.8%	-2%
#30 Cc1nccn1S(=O)(=O)c1cc(Cl)ccc1Cl
  1.8%	2%

Looked up one by one from the entries so far:
Screens in order: Hsp70 displacement	Rat MKP-3 inhibitors
#21 CCc1ccc(OCC(O)CNC(C)(C)C)cc1 (centres undefined)
  -5.2%	x
#3 O=C(COc1ccc(Cl)cc1Cl)N/N=C/CCc1ccccc1
  -0.4%	0%
#23 O=C(CSc1ccc(Cl)cc1Cl)Nc1ccc(Br)cc1
  3.4%	-12%

(next part)
Screens in order: Hsp70 displacement	Rat MKP-3 inhibitors
#31 CCOC(=O)CSc1[nH]c(=O)cc(C)c1C#N
  -1.3%	x
#32 CC1CC(C)CN(C(=O)c2ccc(Cl)cc2Cl)C1 (centres undefined)
  4.6%	-2%
#33 O=C(CSc1nnnn1-c1ccc(Cl)cc1)NC(=O)Nc1ccc2c(c1)OCCO2
  -3.4%	2%
#34 Cc1cc(C)n2nc(-c3cccc(Br)c3)cc2n1
  -1.3%	8%
#35 CC1CC(C)CN(c2ncnc3c2cnn3-c2ccc(Cl)cc2)C1 (centres undefined)
  -1.0%	-2%
#36 CCOC(=O)C1CCCN(C(=O)CCC(=O)Nc2ccc3nc(N4CCOCC4)cc(C)c3c2)C1 (centres undefined)
  -0.9%	-6%
#37 CCOc1ccc(-c2nnn(CC(=O)NCc3ccc(OC)cc3)n2)cc1OCC
  1.2%	-11%
#38 CC1(C)CC(=O)c2cc(C(=O)Nn3cnnc3)c(=O)n(-c3ccccc3)c2C1
  x	-8%
#39 Brc1ccc(/C=N/N2CCN(c3ccccn3)CC2)cc1
  1.1%	3%
#40 CC1=C(C(=O)Nc2cc(Cl)ccc2C)C(c2ccc(N(C)C)cc2)NC(=S)N1 (centres undefined)
  -2.6%	3%
#41 COc1ccc(-c2cc(C(F)(F)F)nc(N3CCOCC3)n2)cc1OC
  1.4%	-10%
#42 O=C(/C=C/c1ccccc1)N1CCN(c2ccccc2)CC1
  5.5%	-3%
#43 CC(C)OC(=O)c1c(NC(=O)c2ccc(Br)o2)sc2c1CCCCC2
  0.4%	2%
#44 CC(=O)C1=C(O)C(=O)N(CC2CCCO2)C1c1ccc([N+](=O)[O-])cc1 (centres undefined)
  -1.0%	24%
#45 CCOc1ccccc1-n1sc2c(c1=S)-c1cc(C)ccc1NC2(C)C
  -7.9%	5%
#46 CCC12CN(C(=O)c3ccc(OC)cc3)CC(CC)(CN(C(=O)c3ccc(OC)cc3)C1)C2=O
  3.4%	-10%
#47 CSc1nc2nc3c(c(=O)n2[nH]1)CCCC3
  1.0%	x
#48 Clc1ccc(-n2ncnc2-c2cccc(Cl)c2)cc1
  -3.2%	1%
#49 CC1Cc2cc(/C(O)=C3/C(=O)C(=O)N(CCCN(C)C)C3c3ccncc3)ccc2O1 (centres undefined)
  5.4%	-10%
#50 O=C(NC1CCS(=O)(=O)C1)/C(NC(=O)c1ccccc1)=C(/Sc1ccccn1)c1ccccc1 (centres undefined)
  0.2%	3%
#51 O=C1S/C(=C\c2ccc(O)cc2)C(=O)N1c1ccc(O)cc1
  4.0%	1%
#52 O=C(Nc1ccc(-c2nc3ccccc3o2)c(O)c1)c1ccc(-c2ccc([N+](=O)[O-])cc2)o1
  6.8%	31%
#53 O=C(OCC(F)(F)C(F)F)c1ccccc1C(=O)Oc1ccc(F)cc1F
  0.6%	-4%
#54 COc1ccc(NC(=O)C(=O)NCc2ccc(C)cc2)c(OC)c1
  1.1%	4%
#55 COc1ccc(C2CC(C(F)(F)F)n3nc(C(=O)Nc4cc(C(F)(F)F)ccc4Cl)c(Cl)c3N2)cc1OC (centres undefined)
  2.3%	4%
#56 CCC1(C)Cc2c(sc3c2c(=O)n(C)c2nnc(SCC(=O)c4ccccc4)n32)CO1 (centres undefined)
  2.9%	4%
#57 CCOc1ccc(-c2cc(C(=O)Nc3c(C)cccc3CC)c3ccccc3n2)cc1
  2.2%	0%
#58 CCOC(=O)CSc1nnc(-c2ccncc2)o1
  -2.5%	-13%
#59 Cc1ccc(NC(=S)NC(=O)/C=C/c2ccccc2)c(C)c1
  2.9%	0%
#60 COc1cc(Cl)cc2c1Sc1ccccc1/C2=C/CCN(C)C
  2.0%	x

Values by screen from the entries so far.
Nos. 38 to 47 in Hsp70 displacement, in turn: x, 1.1%, -2.6%, 1.4%, 5.5%, 0.4%, -1.0%, -7.9%, 3.4%, 1.0%

(further entries)
Screens in order: Hsp70 displacement	Rat MKP-3 inhibitors
#61 COCCN(CCOC)C(=O)c1cc2c(=O)n3ccccc3nc2s1
  1.3%	2%
#62 CCN(CC)S(=O)(=O)c1ccc(S(=O)(=O)N2CCN(CCC#N)CC2)cc1
  -4.8%	5%
#63 O=C(O)c1ccc(N2CCCCCC2)c(N2C(=O)c3ccccc3C2=O)c1
  -0.2%	-14%
#64 CS(=O)(=O)N1CCCC(C(=O)NCCCN2CCN(Cc3ccccc3)CC2)C1 (centres undefined)
  1.1%	5%
#65 C1COCCNCCOCCOCCN1
  5.7%	x
#66 C=CCc1cccc(/C=N/c2nc3ccccc3n2CCC)c1O
  5.5%	1%
#67 Cc1ccc([N+](=O)[O-])cc1NC(=O)COc1cccc(C)c1C
  -0.4%	2%
#68 CC(C)NC(=O)c1ccccc1NC(=O)CN(c1ccc2c(c1)OCO2)S(C)(=O)=O
  1.5%	-6%
#69 O=C(Nc1ccccc1Br)NS(=O)(=O)c1ccccc1Cl
  5.6%	-3%
#70 CCCN1C(=O)NC2(O)C(=O)c3ccccc3C12O (centres undefined)
  2.0%	0%
#71 Cc1ccc2cc(C#N)c(N3CCN(C)CC3)nc2c1
  1.3%	x
#72 O=C1CSC(=S)N1/N=C/c1ccc(OCCOc2ccc(Br)cc2)cc1
  -1.6%	5%
#73 Cc1ccc(CCNC(=O)C2CCCN(S(=O)(=O)c3c(C)nn(C)c3C)C2)cc1 (centres undefined)
  -5.3%	1%
#74 Cc1cc(C)nc(NC2=NCC(=O)N2c2cccc(Cl)c2)n1
  -6.4%	-10%
#75 Nn1cnc2c(c1=O)C1(CCCC1)Cc1ccccc1-2
  2.7%	4%
#76 COc1ccc(Cl)cc1N=Cc1ccc(OC2CSC2)cc1
  1.8%	0%
#77 O=C(CC1SCCNC1=O)Nc1cccc(Cl)c1 (centres undefined)
  -0.7%	-8%
#78 O=C(c1cccs1)N1CCN(Cc2ccccc2)CC1
  3.3%	2%
#79 CCOc1nc(-c2ccccc2)ccc1-c1noc(-c2ccncc2)n1
  -1.7%	-7%
#80 COc1ccc(CCNC(=O)CSCc2n[nH]c(=O)[nH]2)cc1OC
  5.7%	-5%
#81 Cn1c(=O)c([N+](=O)[O-])c(N2CCN(C(c3ccccc3)c3ccccc3)CC2)c2ccccc21
  3.8%	6%
#82 CC1CCCN(C(=O)Cc2ccc(Cl)cc2)C1 (centres undefined)
  -5.3%	-1%
#83 Cc1ccccc1OCC(=O)Nc1ccc(O)c(-c2nc3ccccc3o2)c1
  -2.5%	2%
#84 O=C(CN1C(=O)C2(OCCCO2)c2ccccc21)NCc1ccccc1
  5.7%	2%
#85 Cc1cc(F)c(F)c(C(=O)N2CCOCC2)c1
  1.7%	x
#86 Cc1cc(S(=O)(=O)c2ccc(Cl)cc2)c(C)c(S(=O)(=O)N2CCOCC2)c1
  -0.3%	0%
#87 C/C(=N/Nc1ccc([N+](=O)[O-])cc1)c1ccc2c(c1)C1C=CCC1C(c1cccc([N+](=O)[O-])c1)N2 (centres undefined)
  -3.7%	1%
#88 COc1cc(/C=N/N2CCN(Cc3cccc4ccccc34)CC2)cc(Br)c1O
  6.2%	-4%
#89 COc1cc(C2C(C#N)=C(N)Oc3cc(N)ccc32)cc(OC)c1OC (centres undefined)
  x	-2%
#90 O=C(c1ccccc1Br)N1N=C(c2ccccc2)CC1(O)C(F)(F)F (centres undefined)
  -0.4%	2%

Later entries.
Screens in order: Hsp70 displacement	Rat MKP-3 inhibitors
#91 Cc1ccc(C)c(NC(=O)CN(C)C(=O)CCN2C(=O)c3ccccc3C2=O)c1
  -0.2%	x
#92 CCCC1C2C(=O)N(c3ccccc3OCC)C(=O)C2ON1c1ccccc1 (centres undefined)
  -1.2%	x
#93 CC(=O)Nc1ccc(NC(=S)NC(=O)c2ccco2)cc1
  2.2%	1%
#94 COc1ccc(NC(=O)Cn2c(C)cc(=O)c3cccc(OC)c32)cc1
  4.7%	-11%
#95 COc1ccc(C(=O)Cn2nnc(-c3ccccc3NC(=O)C3CCCCC3)n2)cc1
  -7.4%	x
#96 O=C(NCc1ccccn1)c1n[nH]c2ccccc12
  0.1%	-1%
#97 O=C(O)CC(C(=O)O)n1nc(-c2ccccc2)cc1-c1ccccc1 (centres undefined)
  1.8%	-16%
#98 O=C(C1CCC(CNc2c(N3CCCCC3)c(=O)c2=O)CC1)N1CCN(c2ccccn2)CC1 (centres undefined)
  -1.5%	-3%
#99 COc1ccccc1NC(=O)c1ccc(Cl)c(S(=O)(=O)N2CCOCC2)c1
  0.7%	-11%
#100 O=C(NC1CCCCC1)c1cc2nc3c(c(C(F)(F)F)n2n1)CCCC3
  4.8%	-5%
#101 O=C(/C=C/c1cccc(C(F)(F)F)c1)Nc1cccc(Cl)c1
  -1.6%	-1%
#102 CCOc1ccccc1N(CC(=O)OC)S(=O)(=O)c1ccccc1
  -4.8%	-7%
#103 Cc1ccc2nc(/C(C#N)=C\c3ccc(Br)cc3)[nH]c2c1
  -3.9%	-1%
#104 COc1ccc(OC)c(CCNC(=O)CC2Oc3ccc(C)cc3NC2=O)c1 (centres undefined)
  4.2%	0%
#105 Cc1cccc(C)c1NC(=O)CS(=O)CC(=O)Nc1ccc(F)cc1F (centres undefined)
  0.4%	x
#106 COc1cccc(NC(=O)c2cc([N+](=O)[O-])ccc2Cl)c1
  -0.7%	-1%
#107 CC(C)CCn1c(Cc2ccccc2)nc2ccccc21
  1.9%	-4%
#108 COc1ccc(OCC(=O)Nc2ccc3c(c2)OCO3)cc1
  0.6%	0%
#109 COC(=O)CN(c1ccccc1C)S(=O)(=O)c1ccc(C)cc1
  1.7%	-1%
#110 CC1CCN(C(=O)Cn2cc(C(=O)c3ccco3)c3ccccc32)CC1
  0.6%	-2%
#111 CCC(C)NCC(O)COCc1ccc(Cl)cc1 (centres undefined)
  -0.3%	-4%
#112 CCOc1ccccc1C(=O)Nc1cccc(C(C)=O)c1
  0.1%	0%

Some of these compounds in order of length of the SMILES, falling.
Screens in order: Hsp70 displacement	Rat MKP-3 inhibitors
#99 COc1ccccc1NC(=O)c1ccc(Cl)c(S(=O)(=O)N2CCOCC2)c1
  0.7%	-11%
#94 COc1ccc(NC(=O)Cn2c(C)cc(=O)c3cccc(OC)c32)cc1
  4.7%	-11%
#96 O=C(NCc1ccccn1)c1n[nH]c2ccccc12
  0.1%	-1%
#111 CCC(C)NCC(O)COCc1ccc(Cl)cc1 (centres undefined)
  -0.3%	-4%
